# SR-BI DiI-HDL act – activators of SR-BI mediated DiI-HDL uptake, primary screen, ldlA[mSR-BI] CHO cells, DiI fluorescence; 3 h; 100 = double the neutral-control signal; activation, % at 12.5 µM; 0.096% of 320,000 active; AID 504775, 2011;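 active means mean replicate activation of at least 60% and every replicate at or above 60%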;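 further: 0% = median plate neutral-control signal and 100% = twice that signal; values of inactives mirror those of a sister screen read the other way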
#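 Test system: SR-BI-overexpressing, LDLR-lacking CHO cells; Also added: labelled HDL, 10 µg/mL; Measured by: bottom-read cell fluorescence after medium removal, ex 550/em 595 nm; Timing: 3 h uptake period with compound, 37 °C; Buffer or medium: F12, 0.5% BSA, 25 mM HEPES; Doses: single compound concentration, delivered by pin transfer.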
# NSD2 HMT inh – NSD2 histone methyltransferase inhibitors, primary screen, biochemical, AlphaScreen, single concentration, set 2; Histone-lysine N-methyltransferase NSD2 (Homo sapiens), O96028; NSD2 peptide methylation, 120 min; inhibition, % at 12.5 µM; 0.54% of 310,000 active; AID 743445, 2014; in the data active means inhibition above about 50%
# DAGLB inhibitor – DAGLB lipase inhibitors, primary screen, biochemical, fluorescence, HTS; Diacylglycerol lipase-beta (Homo sapiens), Q8NCG7; HEK293T DAGLB membrane lysate, EnzChek fluorogenic substrate; inhibition, % at 5.17 µM; 0.059% of 340,000 active; AID 504411, 2011; in the data active means inhibition above about 34%;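 further: 0% = enzyme with vehicle and 100% = wells lacking enzyme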
# Keap1 Nrf2 FP – Keap1-Nrf2 protein-protein interaction inhibitors, primary screen, biochemical, fluorescence polarization, single point; Kelch-like ECH-associated protein 1 (Homo sapiens), Q14145; Keap1 Kelch-Nrf2 peptide fluorescence polarization, 1536-well; inhibition, % at 9.4 µM; 0.15% of 340,000 active; AID 504523, 2011; in the data active means inhibition above about 12%;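 further: human Keap1 Kelch domain with fluorescein labeled Nrf2 9mer peptide probe; 0% = neutral control wells and 100% = peptide positive control; higher means more block of Keap1 binding to Nrf2 peptide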
# Target sequence (Q14145 whole entry, looked up, the tested form may be a part): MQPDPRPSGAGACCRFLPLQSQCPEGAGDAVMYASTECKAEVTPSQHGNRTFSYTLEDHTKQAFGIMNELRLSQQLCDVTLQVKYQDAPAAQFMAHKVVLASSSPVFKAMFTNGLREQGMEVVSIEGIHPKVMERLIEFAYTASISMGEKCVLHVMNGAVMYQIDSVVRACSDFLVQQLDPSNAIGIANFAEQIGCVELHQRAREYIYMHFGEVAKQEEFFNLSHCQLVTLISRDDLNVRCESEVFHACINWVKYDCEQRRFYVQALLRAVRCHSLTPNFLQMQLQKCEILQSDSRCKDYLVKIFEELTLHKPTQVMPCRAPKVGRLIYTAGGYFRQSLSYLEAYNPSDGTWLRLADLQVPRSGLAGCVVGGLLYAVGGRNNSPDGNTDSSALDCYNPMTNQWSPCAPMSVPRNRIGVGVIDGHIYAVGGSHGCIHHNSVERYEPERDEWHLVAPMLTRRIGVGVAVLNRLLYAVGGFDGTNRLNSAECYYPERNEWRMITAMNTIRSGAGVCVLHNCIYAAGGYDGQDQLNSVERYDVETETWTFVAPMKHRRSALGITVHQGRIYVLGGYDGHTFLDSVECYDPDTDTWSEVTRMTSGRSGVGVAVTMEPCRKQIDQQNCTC
# Arr AP2 block – inhibitors of beta-arrestin/AP2 binding, primary screen, biochemical, GPCR trafficking, flow cytometry; beta-arrestin 1 C-terminal peptide binding to AP2 beta2-adaptin appendage (human); 0.31% of 340,000 active; FITC-arrestin peptide / GST-AP2 beads; AP2 beta2 appendage carries R879A mutation; AID 504490, 2011; inhibition, % at 10 µM;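 active means inhibition above a set limit, near 3 SD of compounds lacking own fluorescence, cut at about 54% in these data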;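 further: plate controls were DMSO wells for no effect and 5 µM unlabelled arrestin peptide for full effect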
#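 test system = AP2 appendage R879A on GSH beads | buffer or medium = PBS plus Tween 20 (0.05%) and BSA (0.1%) | incubation = 12 min plus 1 h, RT | detection = bead flow cytometry, FITC channel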
# LANA DNA inh – inhibitors of KSHV C-LANA binding to DNA, primary screen, biochemical, fluorescence polarization, FAM-LBS DNA, MBP-C-LANA, single point | inhibition, % at 9 µM | AID 504423, 2011 | 0.078% of 340,000 active;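 active means highest replicate inhibition at or above 60% at 9 µM, even if other replicates fall short; inactive means all replicates below 60% inhibition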;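 further: 0% = neutral control wells and 100% = 4 µM acridine orange control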
# RTF Ca sens inh – cardiac RTF calcium sensitivity inhibitors, primary screen, biochemical, IANBD-TnC fluorescence, EC70 calcium. Troponin I, cardiac muscle (Homo sapiens) + Troponin T, cardiac muscle (Homo sapiens) + …. IANBD-labeled cardiac RTF, Ca2+ fluorescence. inhibition, % at 7.15 µM. 0.12% of 340,000 active;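 active means inhibition above the mean inhibition of all tested compounds plus 3 SD, cut at about 17% in these data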;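 further: assay run at fixed EC70 calcium of 1.6 mM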
# PvdQ acylase – P. aeruginosa PvdQ acylase inhibitors, primary screen, biochemical, fluorescence, plate reader and imaging, single point; AID 488965, 2010; 0.063% of 340,000 active; PvdQ acylase [Pseudomonas aeruginosa LESB58]; inhibition, % at 10 µM; purified PvdQ acylase; in the data active means inhibition above about 30%, passing the limit was not always enough;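 further: 0% = vehicle neutral wells and 100% = reference inhibitor wells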
# SR-BI DiI inh – inhibitors of SR-BI mediated HDL lipid uptake, primary screen, ldlA[mSR-BI] cells, fluorescence, single point; Scavenger receptor class B member 1 (Mus musculus), Q61009; ldlA[mSR-BI] CHO cells, DiI-HDL uptake fluorescence, 3 h; inhibition, % at 12.5 µM; 0.96% of 320,000 active; AID 488896, 2010;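 active means mean replicate inhibition of at least 70% and a set share of replicates each scoring 70 or more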;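 further: 0% = median of neutral control wells and 100% = median of positive control wells; values of inactives mirror those of a sister screen read the other way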
# PKA-R2B act – activators of PKA-R2B holoenzyme, primary screen, biochemical, fluorescence polarization, Cy5-IP20, human; cAMP-dependent protein kinase catalytic subunit beta (Homo sapiens) + cAMP-dependent …; PKA-R2B holoenzyme dissociation; R2B truncated from residue 108, S112A mutant; 0% DMSO only, 100% 113 µM cGMP; activation, % at 11.4 µM; 0.079% of 340,000 active; AID 504700, 2011;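 active means activation above a cutoff set at the mean over all compounds plus 3 SD, cut at about 18% in these data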;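 further: higher means more holoenzyme dissociation and a rise in polarization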
# Target sequence (P31323 whole entry, looked up, other chains not shown, the tested form may be a part): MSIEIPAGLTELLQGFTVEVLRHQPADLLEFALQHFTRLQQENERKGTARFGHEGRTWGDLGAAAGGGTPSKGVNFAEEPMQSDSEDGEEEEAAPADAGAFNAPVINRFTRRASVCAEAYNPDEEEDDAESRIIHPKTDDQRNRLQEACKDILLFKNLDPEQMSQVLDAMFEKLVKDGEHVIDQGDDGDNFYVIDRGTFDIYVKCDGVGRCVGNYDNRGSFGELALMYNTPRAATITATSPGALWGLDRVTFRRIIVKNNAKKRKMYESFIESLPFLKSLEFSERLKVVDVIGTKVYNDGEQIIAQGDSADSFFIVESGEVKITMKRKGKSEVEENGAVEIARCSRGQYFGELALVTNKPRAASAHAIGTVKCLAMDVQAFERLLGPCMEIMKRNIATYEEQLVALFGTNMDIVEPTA
# Starred values were filed as active, the others as inactive; / = no result given.
SMILES,SR-BI DiI-HDL act,NSD2 HMT inh,DAGLB inhibitor,Keap1 Nrf2 FP,Arr AP2 block,LANA DNA inh,RTF Ca sens inh,PvdQ acylase,SR-BI DiI inh,PKA-R2B act
Cc1ccc(-n2cc(CN(C)Cc3nccn3C)c(-c3cccc(C)c3)n2)cc1,-18,-2,-5,-2,6,0.4,-1,-14,18,2
CC(C)C[C@H](NC(=O)N1CCN(c2ccccc2)CC1)C(=O)O,22,1,0,0,-9,1.0,0,-3,-22,-10
Cc1ccc(S(=O)(=O)N2CCOCC2)cc1C(=O)NC1CCCC1,11,-2,1,-5,2,-0.5,-11,-13,-11,1
O=C1CN(C(=O)CN2C(=O)NC(c3ccccc3)(c3ccccc3)C2=O)c2ccccc2N1,26,-3,7,-1,48,-3.4,-1,-17,-26,8
CC(NC(=O)c1ccc(N(C)C)cc1)C1CC2CCC1C2 (stereo not drawn),/,-7,1,5,2,-0.3,7,-4,/,7
CC(=O)c1ccc(NC2OC(CO)C(O)C(O)C2O)cc1 (stereo not drawn),13,-1,-1,3,4,1.3,-2,-8,-13,1
C[n+]1ccccc1/C=C/c1ccccc1Cl,-20,2,2,-4,0,4.7,1,2,20,-1
CCSc1nnc(NC(=O)C(NC(=O)c2ccc(Cl)cc2)C(C)C)s1 (stereo not drawn),16,0,2,-1,-9,-0.4,2,-2,-16,-6
C=CCN1C2=NCCCN2c2ccccc21,12,-4,2,-2,3,2.5,1,-7,-12,-1
O=C(c1ccco1)N1CCN(S(=O)(=O)/C=C/c2ccccc2)CC1,/,-1,1,-2,16,1.7,-11,-17,/,-3
COc1cnn(-c2cccc(Cl)c2)c(=O)c1Cl,19,22,-4,4,-11,-1.4,-5,28,-19,-6
CCN(CC(=O)Nc1cccc(OC)c1)C(=O)c1ccncc1,/,3,0,-3,-10,-1.4,-5,-13,/,-1
CC(C)CC(=O)Nc1nnc(SCC(=O)NCc2ccco2)s1,15,-3,0,3,2,0.4,-14,-7,-15,5
O=C(CNC(=O)c1ccccc1)OCc1cccc(Br)c1,8,-2,-2,1,38,-1.8,-6,2,-8,-14
COc1ccc(N2CC(C(=O)N[C@@H](CC(C)C)C(=O)NC3CCCC3)CC2=O)cc1 (stereo partly drawn),-19,0,-2,0,-16,-0.3,-6,-14,19,-5
COc1ccc(OC)c(C(c2nnnn2CC2CCCO2)N2CCN(C3CCCC3)CC2)c1 (stereo not drawn),14,/,-2,5,6,-4.0,0,-6,-14,-6
COc1ccccc1-[n+]1c(C)cc(/C=C2\Sc3ccccc3N2C)cc1C,-69,40,-9,-10,1,-16,-62,10,69,5
N#Cc1nc(-c2cccc3ccccc23)oc1NCCN1CCOCC1,-24,-9,-4,0,25,-0.9,6,-1,24,-3
Cc1cccc(C(=O)NNC(=O)C23CC4CC(CC(C4)C2)C3)c1O,-100,-3,8,-1,22,-2.6,-7,-9,100*,-7
O=S(=O)(NCCc1ccc(Cl)cc1)c1cccs1,4,-2,0,-1,1,1.0,-3,-17,-4,4
Cc1cccc(N2C(=O)CC(N3CCN(Cc4ccc5c(c4)OCO5)CC3)C2=O)c1 (stereo not drawn),21,/,-1,-5,24,0.8,-4,17,-21,3
CC(C)CCNC(=O)c1ccc2c(c1)ncn2C1CCCC1,1,0,1,-8,-1,0.4,11,17,-1,-11
CC(=O)N1CCc2cc(Br)cc(S(=O)(=O)N3CCC(C(=O)O)CC3)c21,/,22,1,-6,-9,2.4,-5,-9,-3,-1
Cc1c(NC(=S)NCc2ccc(F)cc2)cccc1[N+](=O)[O-],39,0,-4,-2,-8,2.6,-6,-13,-39,-13
O=C(CNS(=O)(=O)c1ccccc1)Nc1ccc(F)cc1F,20,-3,5,-2,19,2.0,-11,-3,-20,-1
Cc1ccc(NC(=O)N2C(=O)C3(OCCO3)c3ccccc32)cc1,-2,0,-1,-2,2,0.1,-4,-12,2,-5
O=c1[nH]c(CSc2nnc3ccccn23)nc2ccccc12,-10,-1,2,-2,2,0.5,-4,-15,10,7
COCCNS(=O)(=O)c1ccc(OCC(=O)OC)c(Cl)c1,23,-1,-1,-7,1,0.6,10,-13,-23,1
OC(CNCc1ccccc1)(c1ccccc1)c1ccccc1,17,-5,-5,1,12,-1.6,-3,-8,-17,1
COC(=O)C1=C(C)N(C)C(=S)NC1c1c(OC)ccc2ccccc12 (stereo not drawn),15,-7,0,0,0,-0.5,-5,-7,-15,-14
CC(Sc1nc2ccccc2o1)C(=O)O (stereo not drawn),14,1,-2,-5,2,0.9,-12,-13,-14,3
Cc1nn(-c2ccccc2)c(C)c1C(=O)OCC(=O)N(C)C1CCS(=O)(=O)C1 (stereo not drawn),17,-3,-1,-10,1,1.3,-9,-8,-17,2
Cc1ccc(NS(=O)(=O)c2cccc(C(=O)N3CCCC(C)C3)c2)cc1 (stereo not drawn),-23,1,0,0,58*,0.3,3,7,23,-9
O=C(NCc1ccco1)C1CCN(Cc2ccc(F)cc2)CC1,6,3,0,-2,2,-1.9,0,-3,-6,-1
N#Cc1c2c(c(-c3ccccc3)[nH]c1=O)CCCC2,22,-1,2,5,-4,2.2,-9,-9,11,3
O=C(CNC(=O)c1cccs1)c1ccc([N+](=O)[O-])cc1,11,11,2,4,-2,0.5,-1,-13,-11,-11
C=CCNC(=O)/C(C#N)=C/c1ccc(C)o1,-3,8,-3,-3,24,1.2,-3,-1,3,0
O=C(CSc1ccc(-c2ccc(F)cc2)nn1)NCc1ccco1,-9,-2,0,-4,-1,-0.7,-2,-6,9,8
O=C(NCc1csc(-c2cccs2)n1)C1CCCCC1,9,-3,-3,7,4,6.3,-5,-14,-9,-5
Cc1ccc(S(=O)(=O)CNC(=S)c2cccc(C)c2)cc1,2,2,-4,-9,-6,-0.4,4,-19,-2,-12
Cc1cc(Oc2ncccc2[N+](=O)[O-])c2cc(Cl)ccc2n1,-14,1,1,3,14,-0.2,-3,-11,14,4
COc1ccc(NS(=O)(=O)c2cc(NC(=O)c3ccc(=O)[nH]c3)ccc2C)cc1,-21,0,0,1,-23,1.3,-4,5,21,-6
CCOc1cccc(C(=O)Nc2ccc(S(=O)(=O)Nc3cc(C)on3)cc2)c1,16,4,4,0,22,0.8,14,3,-16,9
CCN(CC)S(=O)(=O)c1ccc(C2CNC(=O)C2)cc1 (stereo not drawn),-5,/,-1,-1,-4,-1.4,-4,-9,5,-5
COc1ccc(CCNC(=O)C(=O)NCC2OCCN2S(=O)(=O)c2ccc(Cl)cc2)cc1OC (stereo not drawn),-15,/,-2,1,4,0.3,-4,3,15,3
Cc1cc2cc(C(c3nnnn3C(C)(C)C)N(Cc3ccco3)CC3CCCO3)c(=O)[nH]c2cc1C (stereo not drawn),19,3,1,-13,1,0.9,-4,4,-19,-10
O=C(NC(c1ccccc1)c1ccccc1)c1ccc(=O)[nH]n1,-10,-5,/,-1,14,0.6,/,-7,10,/
Cc1cc(C)c(S(=O)(=O)Cc2ccc(Cl)cc2)c(=O)[nH]1,9,-1,-3,-1,-2,-1.4,-5,-1,-9,3
O=[N+]([O-])c1cc(/C=N/O)ccc1Oc1cccc(Cl)c1,5,4,0,-1,-1,0.7,-2,1,-5,6
Cc1ccccc1-c1nnc(SCC(=O)NC2CCCC2)o1,8,0,0,2,5,0.1,-22,-7,-8,-5
CCOC(=O)C1CCCN(S(=O)(=O)c2ccc(S(=O)(=O)N3CCCC3)cc2)C1 (stereo not drawn),39,-5,-7,2,-12,1.6,10,-18,-39,-1
O=C(CNC1CCCCC1)NN=C(c1ccccc1)c1ccccc1,-9,-3,1,-2,11,-2.2,3,3,9,-6
CCOc1ccccc1N1CC(C(=O)Nc2cc(S(=O)(=O)N3CCOCC3)ccc2OC(C)C)CC1=O (stereo not drawn),16,-2,-2,-3,-13,-0.5,3,-17,-16,4
CCOC(=O)c1cc(CC)sc1/N=C/C1C(=O)CCCC1=O,6,9,3,1,16,1.4,-1,-1,-6,8
Cc1cccc(C)c1NC(=O)CN(C)C(=O)c1ccccc1C(=O)N(C)Cc1ccccc1,/,2,-5,-2,13,-0.9,5,-15,/,-2
O=[N+]([O-])c1ccccc1S(=O)(=O)n1nnc2ccccc21,/,-1,-4,-7,4,-0.6,-7,-10,/,-3
O=C(O)c1[nH]c2ccc([N+](=O)[O-])cc2c1-c1ccccc1,13,25,4,-3,8,0.2,1,2,-13,3
O=C(NNC(=O)c1cccc2ccccc12)c1cccc(F)c1,-3,3,2,-4,5,1.0,-6,9,3,0
COc1ccc(-n2nc(C(=O)NCC(=O)N3CC(C)CC(C)C3)c3ccccc3c2=O)c(OC)c1 (stereo not drawn),/,-3,0,-3,-1,1.3,0,-12,/,2
FC(F)(F)c1cc(CCN2C(=S)NC[C@@H]2c2ccccc2)cc(C(F)(F)F)c1,-8,/,-6,-2,-2,-2.2,-1,-12,8,-5

# Entries of single compounds from above.
# Cc1cc(Oc2ncccc2[N+](=O)[O-])c2cc(Cl)ccc2n1 is entered as SR-BI DiI-HDL act = -14; NSD2 HMT inh = 1; DAGLB inhibitor = 1; Keap1 Nrf2 FP = 3; Arr AP2 block = 14; LANA DNA inh = -0.2; RTF Ca sens inh = -3; PvdQ acylase = -11; SR-BI DiI inh = 14; PKA-R2B act = 4
# Cc1cccc(C)c1NC(=O)CN(C)C(=O)c1ccccc1C(=O)N(C)Cc1ccccc1 is entered as SR-BI DiI-HDL act = /; NSD2 HMT inh = 2; DAGLB inhibitor = -5; Keap1 Nrf2 FP = -2; Arr AP2 block = 13; LANA DNA inh = -0.9; RTF Ca sens inh = 5; PvdQ acylase = -15; SR-BI DiI inh = /; PKA-R2B act = -2

# From PubChem BioAssay
